KCNQ1 block: blocks the human KCNQ1 potassium channel. P51787. CHO-K1 KCNQ1, FluxOR thallium flux fluorescence; stronger effect = higher value. B-score at 10 µM. 310,000 compounds, 1.3% hits. AID 2642;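 active = compounds whose thallium flux B-score, printed positive for inhibition, exceeds three library SD while starting fluorescence stays within three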;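 also: channel opened by potassium depolarization with thallium stimulus after 20 min compound exposure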
HDAC3 inhib: human HDAC3 inhibition; AID 2718; O15379; inhibition, % at 8.3 µM; recombinant HDAC3, fluorogenic peptide/trypsin coupled, fluorescence; 320,000 compounds, 0.15% hits; in the data active = inhibition above about 26%, passing the limit was not always enough
Target sequence (O15379 whole entry, looked up): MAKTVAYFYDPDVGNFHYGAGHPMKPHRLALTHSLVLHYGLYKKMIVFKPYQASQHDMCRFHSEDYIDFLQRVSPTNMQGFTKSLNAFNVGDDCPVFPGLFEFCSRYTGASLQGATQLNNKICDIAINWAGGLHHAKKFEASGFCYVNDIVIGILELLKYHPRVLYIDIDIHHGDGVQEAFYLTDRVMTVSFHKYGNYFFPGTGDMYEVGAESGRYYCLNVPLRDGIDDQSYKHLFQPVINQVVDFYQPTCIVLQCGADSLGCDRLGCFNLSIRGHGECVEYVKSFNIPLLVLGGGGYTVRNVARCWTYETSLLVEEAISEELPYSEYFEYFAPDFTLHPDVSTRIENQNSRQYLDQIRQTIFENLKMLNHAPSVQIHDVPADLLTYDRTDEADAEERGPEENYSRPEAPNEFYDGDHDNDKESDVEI
KCNQ1 act: potentiates or activates the human KCNQ1 potassium channel. P51787. CHO-K1 KCNQ1, thallium flux FluxOR fluorescence; stronger effect = higher value. B-score at 10 µM. 310,000 compounds, 0.35% hits;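 active = fluorescence ratio B-score, a plate-corrected score, at least three library SD, with initial intensity B-score within 5 SD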
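assay system = CHO-K1 cells stably expressing KCNQ1 | medium = assay buffer, equal DMSO in all wells | timing = 37 °C overnight plating, 90-min dark dye load, 20-min compound pretreatment | measured by = kinetic FluxOR thallium fluorescence, 10-s 1-Hz baseline, 110-s post-stimulus read | measure = fluorescence change relative to baseline, converted to B score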
RGS4 act: potentiators or activators of RGS4 | HEK293 M3R/inducible RGS4, carbachol calcium flux Fluo4; stronger effect = lower value | B-score at 10 µM | 310,000 compounds, 0.92% hits | AID 463111;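 active = B-score of the integrated calcium signal more than 4 SD below the library mean, with starting fluorescence not abnormally high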;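 also: negative B-score means reduced calcium response which marks RGS4 activation or potentiation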
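Detection: kinetic calcium fluorescence imaging with Fluo4-AM dye, 2 µM / Material: HEK293 cells with stable M3R and inducible RGS4 / Schedule: recording 10 s baseline at 1 Hz, 100 s post-agonist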
KCNK3 inh: human KCNK3 channel inhibition, primary screen | 340,000 compounds, 0.84% hits | CHO-KCNK3 thallium flux, FluxOR fluorescence; stronger effect = lower value | B-score at 10 µM | O14649;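 active = B-score under library mean minus 4 SD, starting fluorescence ratio at most library mean plus 5 SD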;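 also: more negative B-score means stronger inhibition of thallium flux through KCNK3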
ANO1 block: inhibitors of mouse TMEM16A calcium-activated chloride channel; Q8BHY3; HEK293 TMEM16A/YFP iodide influx fluorescence, ionomycin; normalized B-score (activity score, 25-100; higher = stronger inhibition) at 10 µM; 310,000 compounds, 1.2% hits;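 active = ratio plate-corrected score three or more library SD toward inhibition, starting fluorescence score within five deviations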;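 also: score derived from kinetic fluorescence span divided by baseline fluorescence per well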
RGS4 inh: inhibitors of human RGS4; B-score at 10 µM; 310,000 compounds, 0.45% hits; AID 463165; HEK293 M3R/RGS4 inducible, Fluo-4 calcium flux; stronger effect = higher value; triggered by carbachol at its EC20;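 active = B-score, a plate-corrected calcium signal, over three deviations above library mean, with baseline fluorescence within five deviations of library mean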;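 also: RGS4 expression induced by doxycycline in cells with stable M3 receptor; B-score is computed from the integrated fluorescence ratio over baseline after carbachol; higher B-score means a larger calcium signal and so more RGS4 inhibition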
Target sequence (P49798 whole entry, looked up): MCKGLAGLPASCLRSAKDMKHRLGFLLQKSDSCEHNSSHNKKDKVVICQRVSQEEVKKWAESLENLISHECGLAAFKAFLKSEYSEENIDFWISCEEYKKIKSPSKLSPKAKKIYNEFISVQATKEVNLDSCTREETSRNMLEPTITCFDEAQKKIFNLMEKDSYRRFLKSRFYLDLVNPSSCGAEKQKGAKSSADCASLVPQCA
hERG rescue: shields human hERG channel from block by proarrhythmic agents | CHO-hERG, FluxOR thallium flux, dofetilide IC70 present | activation (rescue from dofetilide block), less the hit threshold, % at 10 µM | 310,000 compounds, 0.51% hits;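 active = activation above the mean of controls blocked by dofetilide plus 5 SD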;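 also: thallium influx through hERG after potassium depolarization seen as dye fluorescence rise; in these data hits start at about 4.7%; inactives centre near -7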
KCNK9 block: human KCNK9 channel inhibition; Q9NPC2; AID 488922; B-score at 10 µM; HEK293 KCNK9, FluxOR thallium flux fluorescence; stronger effect = lower value; 310,000 compounds, 1.2% hits;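 active = ratio B-score over 3 SD below the library mean, with starting fluorescence within 5 SD of its mean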;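 also: negative B-score means less thallium flux so channel inhibition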
Target sequence (Q9NPC2 whole entry, looked up): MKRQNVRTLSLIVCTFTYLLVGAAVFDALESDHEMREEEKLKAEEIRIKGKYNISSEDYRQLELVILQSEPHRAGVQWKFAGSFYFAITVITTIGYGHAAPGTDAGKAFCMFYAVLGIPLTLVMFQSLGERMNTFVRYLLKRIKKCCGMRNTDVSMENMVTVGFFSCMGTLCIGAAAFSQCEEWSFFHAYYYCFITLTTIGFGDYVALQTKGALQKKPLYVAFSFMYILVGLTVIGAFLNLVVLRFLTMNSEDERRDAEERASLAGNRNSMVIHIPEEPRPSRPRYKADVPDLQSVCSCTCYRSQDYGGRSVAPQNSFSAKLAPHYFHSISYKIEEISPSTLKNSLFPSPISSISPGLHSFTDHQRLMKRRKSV
SKKanGAS inh: inhibitors of SKKanGAS S. pyogenes growth in kanamycin (SK-promoter or general growth effect) | BacTiter-Glo, 6 h | inhibition, % at 7.5 µM | 300,000 compounds, 1.3% hits;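 active = mean replicate score, as percent of positive control median, at least 50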;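 also: strain carries kanamycin resistance gene driven by streptokinase promoter and grows in 40 µg/ml kanamycin; loss of luminescence reflects streptokinase promoter inhibition or plain growth inhibition; 0% = median of DMSO wells and 100% = positive control at its reference dose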
ANO1 activ: activators or potentiators of mouse TMEM16A chloride channel | Q8BHY3 | HEK293 TMEM16A/YFP-H148Q/I152L, iodide quench fluorescence; stronger effect = lower value | B-score at 10 µM | 340,000 compounds, 0.3% hits | AID 623877;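 active = fluorescence-ratio B-score plate-corrected deviation score at least 3 library SD below zero, with starting fluorescence score within 5 deviations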;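 also: channel opened by trigger with iodide after compound preincubation; score built on the fluorescence ratio of max minus min over baseline; more negative score means more quench and so TMEM16A activation or potentiation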
* = called active by the depositor; i = inactive; . = no result given.

SMILES	KCNQ1 block	HDAC3 inhib	KCNQ1 act	RGS4 act	KCNK3 inh	ANO1 block	RGS4 inh	hERG rescue	KCNK9 block	SKKanGAS inh	ANO1 activ
Cc1cccc(C)c1OCc1nnc(SCC(=O)Nc2nccs2)n1-c1ccccc1	i	-8.7	i	i	i	i	i	-4.3	i	7.7	i
O=C(NC(=S)Nc1ccc(S(=O)(=O)N2CCCCCC2)cc1)c1cccs1	i	11.1	i	i	i	i	i	-3.0	i	0.6	i
CC(NC(=O)Cn1c(NCCO)nc2ccccc21)c1ccccc1 (stereo not given)	i	2.4	i	i	i	i	i	-9.9	i	-1.0	i
Cc1nc(C(=O)N2CCCC(N3CCN(c4ccccc4C)CC3)C2)cs1 (stereo not given)	i	-7.0	i	i	i	i	i	-10.0	i	-10.9	i
CC(C)(CNC(=O)c1ccc(NS(=O)(=O)c2ccc(F)cc2)cc1)N1CCOCC1	i	-4.5	i	i	i	i	i	-0.7	i	15.5	i
COc1ccnc(N=CNOCc2cccc(Cl)c2Cl)c1C#N	i	3.5	i	i	i	i	i	-12.3	i	-0.2	i
COc1ccc(-n2c(CN3CCN(c4ccccc4OC)CC3)nc3ccc([N+](=O)[O-])cc3c2=O)c(OC)c1	i	.	i	i	i	.	i	-13.8	i	1.5	.
CN(C)c1cc[n+](CC(=O)c2ccc(OC(F)F)cc2)cc1	i	-2.9	i	i	i	i	i	-8.1	i	-3.9	i
COc1ccc(N(CC(=O)N2CCC(C)CC2)S(=O)(=O)c2c(C)nn(C)c2C)cc1	i	0.5	i	i	i	i	i	-8.0	i	-2.9	i
O=C(Nc1ccc(S(=O)(=O)N2CCCC2)cc1Cl)C1=COCCO1	i	-9.3	i	i	i	i	i	-1.2	i	5.5	i
Cc1ccc(-c2cc(C(=O)N/N=C/c3c[nH]c4ccccc34)[nH]n2)cc1	i	.	i	i	i	.	i	-4.0	i	17.2	-5.44*
CC(Sc1nnnn1-c1ccccc1)C(=O)Nc1ccc(Cl)cn1 (stereo not given)	i	5.9	i	i	i	i	i	-10.5	i	-3.2	i
COc1ccc(C(C)=O)cc1COC(=O)c1cc(C)nc2ccccc12	i	-3.0	i	i	i	i	i	-4.7	i	-2.7	i
N=C(c1ccc([N+](=O)[O-])cc1)N1CCCCC1	i	-0.6	i	i	i	i	i	-7.9	i	-19.4	i
CC(C(=O)NC1CCCCC1)N1C(=O)C2C3C=CC(C3)C2C1=O (stereo not given)	i	10.0	i	i	i	i	i	-11.8	i	2.6	i
Cc1cccc(N2CCN(C(=O)CCCOc3ccccc3)CC2)c1C	i	9.1	i	i	i	i	i	-7.3	i	12.9	i
CC(=O)c1cc(C)ccc1OC(=O)c1ccco1	i	6.1	i	i	i	i	i	-6.2	i	0.8	i
Cc1onc(-c2ccccc2)c1C(=O)N/N=C/c1c(F)cccc1Cl	i	-4.6	i	i	i	i	i	-8.1	i	-1.7	i
Fc1ccccc1Cn1cc(C(=S)N2CCOCC2)c2ccccc21	i	4.1	i	i	i	i	i	-8.1	i	10.8	i
CC(C)C(=O)N1CCC2(CC1)Oc1ccc(Cl)cc1C(=O)C21CC(c2ccccc2)=NO1 (stereo not given)	i	6.8	i	i	i	i	i	-4.4	i	17.0	i
Cc1ccc(C)c(Cn2nnc3c(=O)[nH]c(C(=O)Nc4ccc(F)cc4)nc32)c1	i	3.7	i	i	i	i	7.87*	-13.1	i	33.4	i
COc1ccc(/C=C/c2nc3sc4c(c3c(=O)o2)CCC4)cc1	i	5.9	i	i	i	i	i	-1.9	i	-1.9	i
O=C(Cn1ccc2ccccc2c1=O)NCCC(=O)Nc1cccc(Cl)c1	i	-11.5	i	i	i	i	i	-0.6	i	-9.1	i
COC(=O)c1cccc(Nc2ccc([N+](=O)[O-])cn2)c1	i	-7.7	i	i	i	i	i	-19.2	i	-4.0	i
O=S(=O)(c1ccc(Br)s1)N1CCN(c2ccc(F)cc2)CC1	i	8.4	i	i	i	i	i	-10.0	i	-1.6	i
CCCc1nnc(SCC(=O)N(CC)CC)n1CC1CCCO1 (stereo not given)	i	0.8	i	i	i	i	i	-1.5	i	5.2	i
O=C(NC(=S)N1CCc2ccccc21)c1ccc(Br)o1	i	5.7	81*	i	i	i	i	11.6*	i	-2.6	i
O=[N+]([O-])c1ccc(N2CCCCC2)cc1N1CCOCC1	i	8.3	i	i	i	i	i	-8.7	i	1.9	i
O=C(CNC(=O)c1ccco1)OCC(=O)c1ccc(Cl)cc1Cl	i	4.4	i	i	i	i	i	-11.0	i	-14.3	i
CN(c1ccc(OCC(=O)OCC(=O)c2c(N)n(C)c(=O)n(C)c2=O)cc1)S(=O)(=O)c1ccc2ccccc2c1	i	4.9	i	i	i	i	i	-29.4	i	4.1	i
CC1(NC(=S)NCCO)CCS(=O)(=O)C1 (stereo not given)	i	4.6	i	i	i	i	i	-6.2	i	1.8	i
CC(Oc1cc2oc(=O)c3c(c2cc1Cl)CCC3)C(=O)NC1CC(C)(C)NC(C)(C)C1 (stereo not given)	i	-5.6	i	i	i	i	i	-1.3	i	3.1	i
COc1ccc(NC(=O)N/C=C/c2ccc(Cl)cc2)cc1	i	-0.4	i	i	i	i	i	-8.3	i	-1.9	i
COc1cc(/C=N\Nc2cc(=O)n(C)c(=O)n2C)ccc1O	i	5.5	i	i	i	i	i	-4.5	i	-7.3	i
Cc1ccc(NC(=O)CCS(=O)(=O)c2cccc3nonc23)c(Cl)c1	i	3.7	i	i	i	i	i	-5.1	i	-2.6	i
COc1ccc(C)cc1-n1nnnc1SC/C(O)=C(\C#N)c1nc2ccccc2[nH]1	i	-0.6	i	i	i	i	i	-20.0	i	13.0	i
CCOc1ccccc1-n1nnnc1SCC(=O)NC(=O)Nc1ccc2c(c1)OCCO2	i	4.4	i	i	i	i	i	0.5	i	23.2	i
Cc1cc2c(=O)n(C)c(SCC(=O)Nc3ccccc3C)nc2s1	i	-3.7	i	i	i	i	i	-8.0	i	-4.8	i
COc1ccc(/C=C2\SC(=O)N(CCNC(=O)CCS(=O)(=O)c3ccc(C)cc3)C2=O)cc1	i	-4.9	i	i	i	i	i	-14.5	i	2.3	i
CCN(CC(=O)NCc1cccs1)C(=O)c1cccc(S(=O)(=O)NCc2ccccc2)c1	i	-0.7	i	i	i	i	i	-16.0	i	-13.2	i
Fc1ccccc1CSc1nc2ncccc2[nH]1	i	-0.5	i	i	i	i	i	-7.0	i	3.2	i
Cc1cc(C)cc(N(C(C)C(=O)NCCC2=CCCCC2)S(C)(=O)=O)c1 (stereo not given)	i	.	i	i	i	i	i	-12.1	i	1.1	i
Cc1ccc(CCN2CC(C(=O)O)CC2=O)cc1 (stereo not given)	i	-4.6	i	i	i	i	i	-7.0	i	-15.4	i
Clc1ccc(Cn2ncc3c(N4CCOCC4)ncnc32)cc1	i	-1.1	i	i	i	i	i	-9.9	i	8.0	i
CCN(CC)S(=O)(=O)c1ccc(C(=O)NCc2n[nH]c(=S)n2-c2ccccc2OC)cc1	i	5.0	i	i	i	i	i	-4.6	i	10.7	i
S=C(NCc1ccc2[nH]c3c(c2c1)CCCC3)Nc1ccccc1	i	-0.4	i	i	i	i	i	-7.9	i	3.6	i
COc1cc(C(=O)N2CCC(NC(=O)C(Cc3ccccc3C)NC(C)=O)CC2)cc(OC)c1OC (stereo not given)	i	4.3	i	i	i	i	i	-5.3	i	-1.7	i
CCC1CCCCN1CCCNC(=O)c1ccc(N2CCOCC2)c(NS(=O)(=O)c2ccc(OC)cc2)c1 (stereo not given)	i	3.4	i	i	i	i	i	-21.8	i	-0.6	i
O=C(CCNc1cccc(F)c1)c1cccc([N+](=O)[O-])c1	8*	4.4	i	i	i	i	i	-20.0	i	-1.7	i
COc1ccc(CNC(=O)CSc2nnc(C)s2)cc1	i	4.0	i	i	i	i	i	-9.9	i	0.1	i

Part of the list above in a different format.
Every second line gives: KCNQ1 block, HDAC3 inhib, KCNQ1 act, RGS4 act, KCNK3 inh, ANO1 block, RGS4 inh, hERG rescue, KCNK9 block, SKKanGAS inh, ANO1 activ
Cc1cc(C)cc(N(C(C)C(=O)NCCC2=CCCCC2)S(C)(=O)=O)c1 (stereo not given)
 : i, ., i, i, i, i, i, -12.1, i, 1.1, i
Cc1ccc(CCN2CC(C(=O)O)CC2=O)cc1 (stereo not given)
 : i, -4.6, i, i, i, i, i, -7.0, i, -15.4, i

Next section:
SMILES	KCNQ1 block	HDAC3 inhib	KCNQ1 act	RGS4 act	KCNK3 inh	ANO1 block	RGS4 inh	hERG rescue	KCNK9 block	SKKanGAS inh	ANO1 activ
COc1ccc(-c2noc3c2-c2nc(-c4ccccc4)sc2CC3)cc1	i	7.1	i	i	i	i	i	-8.6	i	6.1	i
NC(=O)Cn1cnc(-c2ccccc2)c1	i	1.5	i	i	i	i	i	-2.2	i	-2.1	.
CCOC(=O)CNC(=O)CSc1nc2cccnc2n1C1CCCCC1	i	-2.6	i	i	i	i	i	-0.5	i	0.2	i
COc1ccc(-c2cc(C(=O)Nc3cc(Cl)ccc3OC)no2)cc1	i	-1.5	i	i	i	i	i	-7.8	i	-0.3	i
Cc1ccc(C)c(OCC(O)CN2CCc3ccccc3C2)c1C (stereo not given)	i	3.8	i	i	i	i	i	-10.6	i	3.2	i
CCOC(=O)N1CCN(C(=O)C2CCC(=O)N(Cc3ccc(Cl)cc3)C2)CC1 (stereo not given)	i	1.3	i	i	i	i	i	-8.6	i	12.0	i
COC(=O)c1cc(S(=O)(=O)NCCCc2ccco2)c[nH]1	i	-3.9	i	i	i	i	i	-3.1	i	4.8	i
COc1cccc(CC(=O)Nc2nc3c(s2)C(=O)CC(C)(C)C3)c1	i	-0.7	i	i	i	i	i	-5.8	i	-6.6	i
O=C(CCN1C(=O)C2CC=CCC2C1=O)Nc1cccc(Cl)c1 (stereo not given)	i	3.1	i	i	i	i	i	-11.8	i	-0.6	i
C=CCN1C(=O)/C(=c2\sc3nc(=O)c(Cc4ccccc4Cl)nn3c2=O)c2ccccc21	i	3.7	i	i	i	i	i	2.6	i	9.8	i
CN1CCN(c2ccccc2NC(=O)COc2ccc(Br)cc2)CC1	i	0.7	i	i	i	i	i	-15.3	i	-4.2	i
N/C(CSc1ccc(Cl)cc1)=N\S(=O)(=O)c1ccc(Cl)cc1	i	0.7	i	i	i	i	i	-13.1	i	0.8	i
O=C(NC(=S)Nc1cccc(CO)c1)c1ccc(-c2ccccc2)cc1	i	9.5	i	i	i	i	i	-5.3	i	-10.9	i

High-throughput results as filed in PubChem BioAssay.
